CendR NRP1 mod – NRP-1/CendR interaction modulation; O14786; inhibition, % at 25 µM; FAM-RPARPAR peptide binding to NRP-1, fluorescence polarization; hit rate 0.85% among 360,000; AID 602438;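 active means inhibition or corrected inhibition above about 18%, plus a signal ratio from 0.5 to 1.5, limit read from the data, passing the limit was not always enough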; further: strong numbers were not always called active
E coli Lon inh – E. coli protease La inhibition. P0A9M0. purified E. coli Lon protease, fluorescence polarization. inhibition, % at 7.94 µM. hit rate 0.42% among 360,000; in the data active means inhibition above about 13%, passing the limit was not always enough;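 further: 0% = enzyme with probe and DMSO and 100% = no enzyme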
PABP1 MLLE inh – inhibitors of microRNA-mediated deadenylation, human PABP1 MLLE binding | hit rate 0.36% among 360,000 | P11940 | AID 588489 | inhibition, % at 20 µM | GST-MLLE / FITC-PAM2 fluorescence polarization; in the data active means inhibition above about 35%, passing the limit was not always enough;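 further: plate controls were DMSO wells with GST-MLLE for no effect and wells lacking GST-MLLE protein for full effect; some results filed as inactive read as strong as hits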
MsrA act – activates bovine MsrA enzyme | purified bovine MsrA, absorbance read-out | activation, % at 10.6 µM | hit rate 0.3% among 360,000; in the data active means activation above about 7.5%;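 further: 0% = vehicle and 100% = reference activator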
SKN-1 inh – inhibitors of C. elegans SKN-1 | C. elegans VP596 Pgst-4::GFP/RFP ratio, acrylamide-induced, 24 h | inhibition, % at 21.8 µM | hit rate 0.49% among 360,000;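 active means interference check ratio from 0.5 to 1.5 plus GFP to RFP signal ratio inhibition reaching or exceeding a fixed threshold, cut at about 30% in these data, passing the limit was not always enough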; further: some compounds called inactive have numbers as strong as hits
FAS TE block – blocks the thioesterase domain of human fatty acid synthase; P49327; recombinant FAS-TE, OMFH fluorogenic substrate, fluorescence endpoint; inhibition, % at 15 µM; hit rate 0.67% among 360,000; AID 602261;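 active means compounds whose normalised, plate-corrected inhibition of enzyme fluorescence in the single-dose primary screen is 50% or more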;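 further: 0% = DMSO with enzyme and 100% = substrate without enzyme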
MsrA inh – inhibitors of bovine MsrA; purified bovine MsrA, absorbance read-out; hit rate 0.75% among 360,000; AID 651718; inhibition, % at 15.5 µM; in the data active means inhibition above about 4.5%;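 further: 0% = vehicle wells with enzyme and 100% = reference inhibitor wells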
TbMetRS inhib – blocks T. brucei methionyl-tRNA synthetase activity; purified T. brucei MetRS, ATP depletion, Kinase-Glo luminescence; inhibition, % at 11.9 µM; hit rate 0.4% among 360,000; AID 624268;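 active means inhibition above a per-plate cutoff of the control wells' mean inhibition plus 3 SD, cut at about 5.5% in these data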;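 further: 0% = DMSO wells median and 100% = median of wells with control inhibitor compound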
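Assay system: T. brucei methionyl-tRNA synthetase, purified | Medium: HEPES buffer with MgCl2, KCl, DTT, spermine, BSA, pyrophosphatase | Compound: 11.9 µM single point | Incubation: 15 min enzyme-compound preincubation, 2 h reaction, 10 min detection, 25 °C | Measured by: Kinase-Glo luciferase luminescence reporting remaining unconsumed ATP | Measure: % inhibition normalized to control-well medians | Replication: Singlicate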
MT1-MMP act inh – MT1-MMP (human) activation inhibition | HT1080 RFP-PRO-GFP cells, GFP/RFP ratio fluorescence, overnight; percent of plate control window, DMSO zero | GFP/RFP ratio change, % at 20 µM | hit rate 0.061% among 360,000 | AID 651647;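 active means GFP/RFP ratio change of at least 30% with cell ATP level not reduced by more than half and red fluorescence within 50% of control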; further: strong numbers were not always called active
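Material – HT1080 RFP-PRO-GFP cells · Control set – DMSO wells and RFP-L50D-GFP cells · Incubation – overnight cell settling, then overnight compound exposure, 37 °C, 5% CO2 · Compound dosing – single-point 20 µM compound, 1% DMSO · Read-out – GFP/RFP fluorescence ratio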
An asterisk follows results filed as active; x = not tested or not shown.

SMILES | CendR NRP1 mod | E coli Lon inh | PABP1 MLLE inh | MsrA act | SKN-1 inh | FAS TE block | MsrA inh | TbMetRS inhib | MT1-MMP act inh
CCOC(=O)N1CCN(C(=O)C2CC(=O)N(Cc3ccc(OC)cc3)C2)CC1 (stereo not drawn) | 17 | 2 | 2 | -1 | 6 | -8 | 0.3 | -0.2 | 3
COCCn1c(=O)[nH]c2cc(C(=O)N3CCN(c4cccc(C)c4C)CC3)ccc2c1=O | 0 | 4 | -5 | 1 | 16 | 3 | -0.4 | -0.7 | 3
O=C(Nc1ccccc1Cl)C1Cc2ccccc2O/C1=N\O (stereo not drawn) | 13 | 3 | 11 | 1 | 9 | -7 | -0.5 | -0.3 | -3
C=CCN(c1ccccc1OC)S(=O)(=O)c1ccc(Cl)c(C(=O)Nc2ccc(N3CCOCC3)cc2)c1 | 6 | -1 | -23 | -3 | 2 | 13 | -0.2 | 0.1 | -7
Cc1ccc2cccc(OCc3cccc([N+](=O)[O-])c3)c2n1 | 7 | 2 | -5 | 1 | -13 | 14 | -1.2 | 0.2 | 8
COc1cccc(NC(=O)CC(c2ccc(OC(C)C)cc2)c2ccccc2OC)c1 (stereo not drawn) | -4 | 1 | 10 | -3 | 0 | -17 | 0.4 | -0.1 | 0
Cc1ccc(-c2noc(CCC(=O)NC3CCN(Cc4ccccc4)CC3)n2)cc1 | -6 | -11 | -6 | -6 | -15 | -7 | 1.8 | -1.4 | 2
Clc1ccc(NC2(c3nnnn3C3CCCCC3)CCCCC2)cc1 | 15 | 9 | -5 | -4 | 5 | 25 | 0.6 | -0.8 | -5
COC(=O)c1sccc1S(=O)(=O)Nc1ccc(C(O)(C(F)(F)F)C(F)(F)F)cc1 | -8 | 1 | 1 | -3 | -7 | 10 | 0.1 | -0.2 | 1
CC(C)N1C(=O)N(c2ccccc2)C(C)(O)CC1(C)C (stereo not drawn) | -6 | -4 | -9 | -12 | -9 | -8 | 0.4 | -0.8 | 1
O=C(NCc1ccco1)c1ccc(CN2CCOCC2)cc1 | 4 | -7 | 9 | -2 | 1 | -9 | 0.2 | -0.7 | 2
O=C(O)c1ccc(-n2nnnc2SCc2ccccc2F)cc1 | -7 | 8 | -4 | -6 | -7 | -3 | -0.8 | -0.7 | -5
COc1ccccc1OCC(=O)NCC1CCCN(C(=O)c2cccc(C)c2)C1 (stereo not drawn) | 2 | -8 | 14 | -2 | -6 | -9 | -0.1 | -0.1 | 1
O=C(O)CC12CC3CC(C1)CC(n1ncc(NCc4ccccc4)c(Cl)c1=O)(C3)C2 | 7 | 5 | -3 | -9 | -17 | -5 | 2.5 | -1.1 | 2
Nc1ccn([C@@H]2O[C@H](CNCc3ccc(OCC(=O)Nc4nccs4)cc3)[C@@H](O)[C@H]2O)c(=O)n1 | -4 | -11 | 7 | -2 | 12 | -6 | -0.4 | -0.1 | 1

The final three entries of the section above are carried over, then new ones follow:
SMILES | CendR NRP1 mod | E coli Lon inh | PABP1 MLLE inh | MsrA act | SKN-1 inh | FAS TE block | MsrA inh | TbMetRS inhib | MT1-MMP act inh
COc1ccccc1OCC(=O)NCC1CCCN(C(=O)c2cccc(C)c2)C1 (stereo not drawn) | 2 | -8 | 14 | -2 | -6 | -9 | -0.1 | -0.1 | 1
O=C(O)CC12CC3CC(C1)CC(n1ncc(NCc4ccccc4)c(Cl)c1=O)(C3)C2 | 7 | 5 | -3 | -9 | -17 | -5 | 2.5 | -1.1 | 2
Nc1ccn([C@@H]2O[C@H](CNCc3ccc(OCC(=O)Nc4nccs4)cc3)[C@@H](O)[C@H]2O)c(=O)n1 | -4 | -11 | 7 | -2 | 12 | -6 | -0.4 | -0.1 | 1
Cc1c(CC(=O)N2CCN(C(=O)C3COc4ccccc4O3)CC2)c(=O)oc2cc(O)c(Cl)cc12 (stereo not drawn) | -8 | 5 | 13 | -6 | 12 | -3 | 3.1 | -0.1 | -5
O=C(CCc1nc(-c2ccccc2F)no1)NC1CCCCCC1 | 8 | -4 | 4 | -4 | 23 | 2 | -1.4 | -0.4 | -1
O=C(NCC(c1ccco1)N1CCCC1)c1cc(S(=O)(=O)N2CCCCC2)ccc1Cl (stereo not drawn) | 0 | -6 | 6 | -5 | -7 | -4 | 0.2 | -0.3 | 2
CC1=CC(C)(C)NC(=S)N1c1ccc(C)c(C)c1 | 7 | 6 | -15 | -9 | 7 | 1 | -1.0 | -1.1 | 1
COC(=O)Cc1c[nH]c2cccc(OCC(O)CN(Cc3ccc([N+](=O)[O-])cc3)C(C)(C)C)c12 (stereo not drawn) | 5 | 3 | -7 | 0 | -2 | 25 | -0.4 | 0.1 | -2
CCOC(=O)C1(Cc2ccc(OC)cc2)CCN(C(=O)c2sc(C)nc2C)CC1 | -4 | -2 | -1 | -1 | 11 | -2 | -0.4 | -0.1 | 1
CCCCCCOC(=O)CC1CC(C(C)=O)C1(C)C (stereo not drawn) | 3 | x | 0 | x | 8 | 3 | 0.7 | x | -1
OC(C#CCN1CCOCC1)(c1ccccc1)C1CC1 (stereo not drawn) | 1 | -18 | 8 | -2 | -10 | -2 | -0.1 | -0.9 | 0
COc1ccc(NC(=O)CN2C(=O)COc3ccc(C)cc32)c(OC)c1 | 8 | -6 | 11 | -3 | -9 | -4 | 1.4 | -2.2 | 1
Cn1c(N)c(C(=O)COC(=O)c2cc(-c3ccco3)nc3ccccc23)c(=O)n(C)c1=O | -34 | 0 | 6 | -3 | 9 | 2 | 0.1 | 0.0 | 1
CCCCNC(=O)C1C(c2ccccc2)=Nc2ccccc2N1C(=O)c1ccc(C(F)(F)F)cc1 (stereo not drawn) | 8 | x | x | x | -4 | x | 0.1 | -0.7 | -29
O=C(O)COc1cccc(NC(=O)C2CCCO2)c1 (stereo not drawn) | 3 | 2 | -2 | 2 | -3 | -5 | -0.1 | 0.4 | -1
S=C(NCCSCc1c(Cl)cccc1Cl)Nc1ccccc1 | 1 | -3 | -28 | -2 | 3 | 21 | 0.0 | -0.5 | 2
COc1ccc(OC)c(NC(=O)c2cc3c(cc2Cl)N2CCCCCC2=NS3(=O)=O)c1 | 6 | -2 | 11 | -2 | 10 | 1 | 0.2 | -0.1 | 0
Cc1ccc2nc(-c3ccccn3)cc(C(=O)Nc3ccc(S(=O)(=O)N4CCOCC4)cc3)c2c1 | 4 | 4 | 6 | -9 | 12 | 30 | 2.9 | -1.4 | -1
Cc1ccccc1CC1(CO)CCCN(C(=O)c2cc(-c3ccccc3)no2)C1 (stereo not drawn) | -6 | -2 | -13 | -2 | 6 | 20 | 1.5 | -0.3 | -5
COc1cccc(NC(=O)CN2CCCCCC2)c1 | -21 | -11 | -8 | -7 | -6 | -5 | -0.9 | -1.1 | 0
C[C@H](NC(=O)c1nc[nH]c1C(=O)N(C)CCO)c1ccccc1 | 6 | 0 | 9 | -8 | -6 | -10 | -0.3 | -1.4 | 1
CC1=NN(C(N)=S)C(=O)C1N=Nc1ccc(Cl)cc1Cl (stereo not drawn) | 14 | 3 | 32 | -5 | 2 | 7 | 0.2 | -0.4 | 1
CCc1nc(SCC(=O)NC2CCCC2)c2c(=O)n(C)c(=O)n(C)c2n1 | 13 | -10 | 4 | -2 | 5 | -2 | -0.6 | -0.5 | 0
CC(C)Oc1ccc(C(=O)CCN2CCCCC2)cc1 | 6 | -7 | 23 | -5 | 0 | -6 | 0.0 | -0.7 | 2
COc1ccc(CNC(=O)CCN2C(=O)c3ccccc3C2=O)cc1OC | -3 | 3 | -16 | 1 | 8 | -5 | -0.5 | -0.6 | 1
C#CCOCCOCCOCCNc1nc(N2CCN(C(=O)[C@H](CCCCN)n3cc([C@@H](N)C(C)CC)nn3)CC2)nc(N2CCN(C(=O)[C@H](Cc3ccc(O)cc3)n3cc([C@@H](N)C(C)CC)nn3)CC2)n1 (stereo partly drawn) | 11 | 2 | 2 | -5 | 12 | -13 | x | -0.6 | -1
CN(/N=C/c1ccc2c(c1)OCO2)c1nc(N2CCOCC2)nc(N2CCOCC2)n1 | 4 | 3 | -1 | -14 | 5 | 3 | 0.8 | -1.4 | -1
Cc1ccc(S(=O)(=O)Nc2ccc3c(c2)C(=O)N([C@H](C)CO)C[C@H](C)[C@@H](CN(C)C(=O)Nc2ccc(C(F)(F)F)cc2)O3)cc1 | -15 | 10 | -1 | -6 | -5 | 14 | 1.8 | -1.6 | 11
CCCC(NC(=O)COc1cc2c(c3oc(=O)cc(C)c13)CCC(C)(C)O2)C(=O)O (stereo not drawn) | 4 | 1 | 7 | -3 | 2 | -4 | -0.1 | 0.2 | 0
O=C(C1CCCCC1)N1CCN(S(=O)(=O)c2ccc(Br)cc2)CC1 | 3 | -5 | -7 | -4 | -25 | -2 | -0.2 | -1.1 | -1
Cc1nn(-c2ccccc2C(F)(F)F)c(=O)c2noc(C)c12 | 9 | 11 | -12 | -2 | 6 | -3 | -0.8 | -0.5 | -1
Cc1ccc2nc(-c3ccc(C#N)cc3)c(Cc3ccccn3)n2c1 | 6 | 0 | 22 | -2 | 12 | -1 | 1.0 | -0.6 | -6
S=C(NN=Cc1ccc2c(c1)OCO2)NN=Cc1ccc2c(c1)OCO2 | 5 | 8 | 26 | 0 | 12 | -2 | 2.2 | -0.2 | 6
CC1(C)CC(=O)C(N=Nc2cc3c(cc2[N+](=O)[O-])OCCO3)=C(O)C1 | -15 | -11 | 27 | -3 | 10 | -14 | 0.1 | -0.5 | 9
COc1ccc(S(=O)(=O)N2CCOC2CNC(=O)C(=O)NCCc2c[nH]c3ccccc23)cc1 (stereo not drawn) | 8 | -13 | 11 | 0 | -9 | 1 | 0.2 | 0.3 | 2
N#Cc1c(NCCN)nc(-c2ccccc2)c2c1CCCC2 | -3 | -3 | -9 | -3 | 1 | -32 | 1.1 | -0.9 | 8
O=C(COc1ccc(Cl)cc1)OCc1csc(Nc2ccccc2)n1 | -15 | 5 | -24 | -3 | 4 | 23 | 0.8 | 1.3 | -9
CN(Cc1ccccc1)C(=O)CCc1ccccc1 | -5 | -6 | 7 | -5 | 3 | -9 | 1.1 | -0.4 | 0
Oc1ccc(-c2[nH]nc(-c3ccccc3)c2-c2nc3ccccc3[nH]2)cc1 | 16 | -5 | -12 | -2 | 6 | 3 | 0.1 | -0.1 | -4
CC1(C)Cc2cccc(OCC(=O)OCc3nnc(-c4ccc([N+](=O)[O-])cc4)o3)c2O1 | 15 | -7 | -31 | -5 | 0 | 9 | -0.6 | -0.1 | 2
Cn1cc(CNCc2ccc(OC(F)(F)F)cc2)c(-c2ccc3c(c2)OCCO3)n1 | -1 | 0 | -4 | -3 | -6 | 5 | 0.1 | -0.6 | -14
O=C(c1ccc(CN2CCc3ccccc3C2)cc1)N1CCc2ccccc2C1 | 3 | 5 | 10 | -3 | 5 | 6 | -0.2 | -0.6 | 4
Cc1ccc(-c2nn3c(C)nnc3s2)cc1NC(=O)c1ccc(OC(C)C)cc1 | -2 | 8 | 6 | -5 | 12 | 4 | 0.5 | 2.6 | 1
COc1ccc(N2CCN(C(=O)C3CCCN(S(=O)(=O)c4cccc5cccnc45)C3)CC2)cc1 (stereo not drawn) | 0 | -2 | -12 | 1 | -1 | -1 | 0.6 | -0.2 | 3
CC12CN3CCN(CC(C3)/C1=N/N=C/c1cccc([N+](=O)[O-])c1)C2 | 2 | -3 | 16 | -4 | 16 | -1 | 0.0 | -0.1 | 0
